# Screening data from PubChem BioAssay.
# PglD inh: C. jejuni PglD acetyltransferase inhibitors, primary screen, biochemical, DTNB colorimetric, single point; UDP-N-acetylbacillosamine N-acetyltransferase PglD (Campylobacter jejuni); purified PglD enzyme, DTNB colorimetric CoA detection; inhibition, % at 12.5 µM; actives 0.098% (n = 360,000); in the data active means inhibition above about 16%, passing the limit was not always enough; further: strong numbers were not always called active
# PGC1a acetyl inh: inhibitors of PGC1a acetylation signal, primary screen, cell-based, U2OS, AlphaScreen, inhibitor mode; AlphaScreen anti-acetyl-lysine; with virally co-expressed GCN5 acetyltransferase; inhibition, % at 15.6 µM; actives 0.17% (n = 350,000); AID 651687, 2012;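 active means every replicate shows inhibition of at least 40%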;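 further: 0% = neutral control wells and 100% = positive control wells; some results beyond the cut were filed as inactive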
# FN deposit inh: inhibitors of fibronectin matrix deposition, primary screen, AH1F cells, Alexa488-fibronectin fluorescence, plate reader; AID 743247, 2014; actives 0.086% (n = 350,000); AH1F fibroblasts, overnight; inhibition, % at 12.6 µM;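 active means mean inhibition across replicates of 30% or more, regardless of how many single replicates reach that level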;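 further: positive control wells lacked labelled fibronectin entirely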
#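 Material: AH1F fibroblast monolayer depositing Alexa488-labelled fibronectin into matrix | Input: 10000 AH1F cells/well | Medium: DMEM plus 2% serum, read in PBS | Reagent: Alexa488-fibronectin, 24 nM final in well | Compound dosing: One dose per compound, pinned | Schedule: 1 h adhesion, overnight exposure | Measured by: Fluorescence at 485 nm excitation, 525 nm emission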
# LGR2 antag: inhibitors of bursicon-induced LGR2 CRE-luciferase signal, primary screen, cell-based, HEK293, CRE-luciferase reporter, bursicon stimulation. Drosophila bursicon receptor LGR2 (rickets). bursicon-stimulated, 4 h. inhibition, % at 9.99 µM. actives 0.35% (n = 380,000);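 active means drop in luminescence signal, shown as inhibition above about 50% in the replicate tests, limit read from the data, passing the limit was not always enough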;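 further: agonist challenge used bursicon conditioned medium at about half maximal strength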
# ERAP1 HTS inh: human ERAP1 aminopeptidase inhibitors, primary screen, biochemical, single point, plate reader | recombinant ERAP1, Leu-AMC fluorescence, 60 min | AID 652197, 2013 | inhibition, % at 10.7 µM | Endoplasmic reticulum aminopeptidase 1 (Homo sapiens), Q9NZ08 | actives 0.15% (n = 340,000);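 active means mean replicate inhibition of at least 30%, or all replicates individually reaching that 30% level; inactive means mean below 30% and not every replicate reaching it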;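 further: 0% = neutral control wells and 100% = L-leucinethiol positive control wells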
# Target sequence (Q9NZ08 whole entry, looked up): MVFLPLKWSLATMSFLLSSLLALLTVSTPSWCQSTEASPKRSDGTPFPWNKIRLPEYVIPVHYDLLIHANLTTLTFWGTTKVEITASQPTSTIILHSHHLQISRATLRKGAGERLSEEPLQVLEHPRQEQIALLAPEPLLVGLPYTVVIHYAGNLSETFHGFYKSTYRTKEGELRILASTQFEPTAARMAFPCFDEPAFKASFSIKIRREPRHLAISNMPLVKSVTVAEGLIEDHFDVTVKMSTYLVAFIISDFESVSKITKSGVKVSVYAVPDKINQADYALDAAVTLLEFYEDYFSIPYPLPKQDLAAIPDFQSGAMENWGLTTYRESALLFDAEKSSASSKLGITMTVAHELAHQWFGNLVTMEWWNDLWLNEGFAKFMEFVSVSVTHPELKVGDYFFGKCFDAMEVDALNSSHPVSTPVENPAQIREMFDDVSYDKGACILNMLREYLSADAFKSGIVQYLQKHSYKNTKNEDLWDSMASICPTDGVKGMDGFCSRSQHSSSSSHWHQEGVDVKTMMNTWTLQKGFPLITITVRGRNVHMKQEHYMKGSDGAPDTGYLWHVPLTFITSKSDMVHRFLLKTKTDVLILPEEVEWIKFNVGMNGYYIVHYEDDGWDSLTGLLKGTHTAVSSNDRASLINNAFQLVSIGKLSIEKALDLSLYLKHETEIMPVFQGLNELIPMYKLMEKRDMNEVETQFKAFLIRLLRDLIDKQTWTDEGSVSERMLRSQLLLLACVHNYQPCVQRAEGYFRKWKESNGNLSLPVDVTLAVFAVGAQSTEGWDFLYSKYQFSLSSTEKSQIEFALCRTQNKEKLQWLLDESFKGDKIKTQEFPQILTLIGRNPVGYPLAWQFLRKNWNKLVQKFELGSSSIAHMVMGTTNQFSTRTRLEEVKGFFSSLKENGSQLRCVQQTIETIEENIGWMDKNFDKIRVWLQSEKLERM
# EWS-Fli block: EWS/Fli-driven NR0B1 reporter inhibitors, primary screen, A673 cells, NR0B1 luciferase, luminescence, MLPCN library | viability-normalised | inhibition, % at 12.6 µM | actives 0.67% (n = 350,000) | AID 651661, 2012;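 active means mean inhibition of at least 50% after viability correction, with every replicate also passing that limit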;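 further: firefly luciferase signal divided by Alamar Blue viability fluorescence both relative to DMSO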
# S100A4 MyoIIA: inhibitors of S100A4-myosin IIA peptide binding, primary screen, biochemical, fluorescence polarization, TAMRA-MyoIIA peptide; actives 0.14% (n = 360,000); Protein S100-A4 (Homo sapiens), P26447; inhibition, % at 10.7 µM;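 active means mean inhibition of at least 70% across replicates, with every replicate also reaching that level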
# Target sequence (P26447 whole entry, looked up): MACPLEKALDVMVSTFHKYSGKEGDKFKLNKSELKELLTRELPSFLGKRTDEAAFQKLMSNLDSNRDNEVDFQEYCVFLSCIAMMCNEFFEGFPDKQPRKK
#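 Test system – S100A4 monomer (human) · Compound – single-point compound testing · Schedule – 5 min incubation before reading · Probe or stimulus – TAMRA-labelled myosin IIA heavy-chain peptide probe, 5 nM · Benchmarks – neutral control DMSO, positive control TFP · Medium – Calcium-containing HEPES buffer, pH 7.2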
# PAX8 reporter: inhibitors of PAX8-driven TPO luciferase reporter, primary screen, RMG-I cells, single concentration; SteadyGlo, 24 h; inhibition, % at 12.6 µM; actives 1.2% (n = 360,000); AID 652154, 2013;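 active means mean replicate inhibition at least 60% with every replicate also reaching 60%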;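 further: luciferase light reporting Pax8 driven TPO promoter activity; plate controls were median of neutral control wells for no effect and mitoxantrone controls for full effect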
# * = called active by the depositor; · = no result given.
SMILES,PglD inh,PGC1a acetyl inh,FN deposit inh,LGR2 antag,ERAP1 HTS inh,EWS-Fli block,S100A4 MyoIIA,PAX8 reporter
O=C(NNC1OC(CO)C(O)C(O)C1O)c1cccnc1 (centres undefined),·,5,-1,-5,4,7,-1,-7
C[C@H]1CN([C@@H](C)CO)C(=O)Cc2cc(NC(=O)Cn3cnnn3)ccc2O[C@@H]1CN(C)Cc1ccccc1,-4,·,·,10,-3,-2,-11,-9
CC(C)(C)S(=O)N1Cc2cc(C(=O)Nc3ccc(-c4ccccc4)cc3)nc(-c3cccc(-c4cc5ccccc5o4)c3)c2[C@@H]1CCO (some centres undefined),-2,-13,0,-8,0,-4,-8,16
NC(=O)c1ccsc1NC(=O)COC(=O)c1cc(Cl)ccc1O,2,10,-7,-1,-1,-2,-8,1
CCOC(=O)c1c(C)[nH]c(C(=O)OCC(=O)N(CC)c2c(N)n(Cc3ccccc3)c(=O)[nH]c2=O)c1C,-5,12,2,9,4,-1,-14,6
COc1ccc(C(=O)/C=C/c2ccc(C)cc2)c(OC(=O)c2ccc([N+](=O)[O-])cc2)c1,1,31,4,·,·,·,·,-121
CCn1cc(C(=O)NCc2ccc3c(c2)OCO3)c2cc(OC)c(OC)cc2c1=O,-2,-2,-5,·,·,·,·,-3
Cc1ccccc1CC(=O)N1CC(C)OC(C)C1 (centres undefined),-5,·,2,6,4,5,-2,-13
N#CCSc1nc2ccccc2c(=O)n1C1CCCCC1,·,-5,8,-12,-3,5,1,-27
O=C1N(CCS(=O)(=O)c2ccccc2)c2ccccc2[C@@H]2OC(c3ccc(OCCCO)cc3)=N[C@]12CCS(=O)(=O)c1ccccc1,7,·,·,·,-5,-51,-4,7
Cc1ccc(Cn2c(C(C)Nc3nc(-c4ccc(C)cc4)cs3)nc3cc(Cl)c(Cl)cc32)cc1 (centres undefined),1,12,-7,-4,·,-9,·,-4
C[C@H](CO)N1C[C@H](C)[C@@H](CN(C)C(=O)C2CCOCC2)Oc2ncc(C#CCc3ccccc3)cc2C1=O,-2,-7,·,-6,·,2,2,-10
O=C(c1ccc2ccccc2c1O)N1CCCCC1,6,·,·,-43,2,6,15,22
O=[N+]([O-])c1ccc(/C=N\NS(=O)(=O)c2ccc(F)cc2)o1,1,-7,·,-5,5,·,-1,1
C/C=C/C(=O)OCC(=O)Nc1ccccc1Br,·,·,1,-4,3,8,1,-2

# Rewritten with values under each structure: six of the compounds above.
# Every second line gives: PglD inh, PGC1a acetyl inh, FN deposit inh, LGR2 antag, ERAP1 HTS inh, EWS-Fli block, S100A4 MyoIIA, PAX8 reporter
CC(C)(C)S(=O)N1Cc2cc(C(=O)Nc3ccc(-c4ccccc4)cc3)nc(-c3cccc(-c4cc5ccccc5o4)c3)c2[C@@H]1CCO (some centres undefined)
 : -2, -13, 0, -8, 0, -4, -8, 16
NC(=O)c1ccsc1NC(=O)COC(=O)c1cc(Cl)ccc1O
 : 2, 10, -7, -1, -1, -2, -8, 1
CCOC(=O)c1c(C)[nH]c(C(=O)OCC(=O)N(CC)c2c(N)n(Cc3ccccc3)c(=O)[nH]c2=O)c1C
 : -5, 12, 2, 9, 4, -1, -14, 6
COc1ccc(C(=O)/C=C/c2ccc(C)cc2)c(OC(=O)c2ccc([N+](=O)[O-])cc2)c1
 : 1, 31, 4, ·, ·, ·, ·, -121
CCn1cc(C(=O)NCc2ccc3c(c2)OCO3)c2cc(OC)c(OC)cc2c1=O
 : -2, -2, -5, ·, ·, ·, ·, -3
Cc1ccccc1CC(=O)N1CC(C)OC(C)C1 (centres undefined)
 : -5, ·, 2, 6, 4, 5, -2, -13

# New compounds follow:
SMILES,PglD inh,PGC1a acetyl inh,FN deposit inh,LGR2 antag,ERAP1 HTS inh,EWS-Fli block,S100A4 MyoIIA,PAX8 reporter
COc1ccc(C2CC(c3cccs3)=NN2c2ccc(F)cc2)cc1OC (centres undefined),·,4,-3,-19,0,2,0,-6
CCNC(=O)C[C@H]1CC[C@H](NC(=O)C2CCC2)[C@@H](CO)O1,0,1,-7,2,-1,-10,23,·
N#Cc1cccc(-c2ccc3c(c2)[C@H]2[C@H](CCN2Cc2ccc4c(c2)OCO4)[C@@H](CO)N3)c1,-4,-12,-2,2,-1,-4,13,9
Fc1ccc(-c2nnc3ccccn23)cc1,·,2,-3,1,-2,-1,0,12
C[C@@H]1CCCCO[C@@H](CN(C)C)[C@@H](C)CN([C@H](C)CO)C(=O)c2cc(NC(=O)c3ccccc3)ccc2O1,-2,17,·,-15,1,-3,12,17
CCOC(=O)C1CCCN(C(=O)c2cccc(S(=O)(=O)N(C)c3ccc(C)cc3)c2)C1 (centres undefined),-1,13,0,7,0,-4,5,6
COc1ccc(-c2cn3cc([N+](=O)[O-])ccc3n2)cc1OC,·,·,-2,·,-3,-85,0,-11
N#Cc1ccc(C(S(=O)(=O)Cc2ccccc2)S(=O)(=O)Cc2ccccc2)cc1,3,·,3,13,-11,3,-2,12
CCc1nnc(NC(=O)CN2CCN(CC)CC2)s1,-6,0,-2,10,1,-2,2,22
Cc1ccc(S(=O)(=O)CCC(=O)N(C)c2c(N)n(Cc3ccccc3)c(=O)[nH]c2=O)cc1,3,·,7,-20,-4,-1,-1,10
CC(=O)Nc1ccccc1-c1nc2cc(C#N)c(C#N)cc2[nH]c1=O,-3,-3,-1,-16,-1,-44,5,1
CCOC(=O)C1=C(C(=O)OCC)c2ccc(OC)c(OC)c2C1,·,4,-5,-20,-1,3,2,-22
Cc1ccc(C)c(N(C(=O)c2csnn2)C(C(=O)NC2CCCC2)c2ccncc2)c1 (centres undefined),2,6,-5,14,0,-2,-1,13
COc1cc([N+](=O)[O-])cc(/C=N\NC(=O)C2COc3ccccc3O2)c1O (centres undefined),·,·,0,10,6,6,-2,15
O=C(c1ccc(Cl)cc1)C1CCCN(C(=O)c2csnn2)C1 (centres undefined),·,-15,·,-18,0,4,1,16
O=C1NC[C@H](CCCCN2C[C@H](Cc3ccccc3)N(Cc3ccccc3)C(=O)C2=O)N(CCc2ccc(O)cc2)C1=O,·,·,3,0,-6,-3,1,-17
Cc1cc(CNC(=O)CC2C(=O)NCCN2CC(C)(C)C)nn1C (centres undefined),·,·,1,-10,0,-56,12,-2
CCN(CC)c1ccc(C=NCCNS(=O)(=O)c2ccc(C)cc2)cc1,-4,·,8,-10,3,4,0,-6
CCCC(=O)Nc1ccc2c(c1)C(=O)N(C)C[C@@H](OC)[C@H](C)CN(C(=O)c1ccccn1)[C@H](C)CO2,0,14,0,-2,·,4,2,-5
CO[C@H]1CN(C)C(=O)c2cc(NS(C)(=O)=O)ccc2OC[C@H](C)N(C(=O)C2CCC2)C[C@H]1C,0,-4,-11,0,1,-4,4,·
CCOC(=O)C1CCN(C(=O)c2ccc(N3CCCC3=O)cc2)CC1,-1,-2,3,-6,0,-10,6,-14
COC(=O)c1ccccc1NC(=O)c1cc(-c2cccs2)on1,7,1,·,-5,1,-8,0,·
Cc1onc(-c2ccccc2)c1C(=O)Nc1ccncc1,-2,-15,0,·,·,·,·,0
CNC(=O)C[C@@H]1CC[C@@H]2[C@@H](COc3ccc(NC(=O)c4ccc5c(c4)OCO5)cc3C(=O)N2C)O1,-2,-5,-9,4,·,-6,·,-6
C[C@H](CO)N1C[C@H](C)[C@@H](CN(C)C)Oc2c(NC(=O)c3cnccn3)cccc2C1=O,-6,2,·,0,1,-7,19,-5
CS(=O)(=O)Nc1ccc2c(c1)[C@@H]1C[C@H](CC(=O)NCCc3ccccc3)O[C@@H](CO)[C@@H]1O2,1,-2,9,-16,2,-2,6,0
COc1ccc(NC(=O)Nc2ccc3c(c2)C(=O)N([C@H](C)CO)C[C@@H](C)[C@@H](CN(C)Cc2ccc4c(c2)OCO4)OCCCC[C@@H](C)O3)cc1,0,-10,·,15,3,-14,9,2
O=C(NC(=S)Nc1ccc(N2CCOCC2)cc1)c1ccc2c(c1)OCCO2,3,1,-10,-18,·,·,·,-54
N#Cc1ccc(CN2CCN(C(=O)CN3C(=O)NC4(CCCC4)C3=O)CC2)cc1,0,·,1,13,-2,9,-1,21
O=C(CCNC(=O)c1ccc(Br)cc1)OCc1ccccc1Cl,6,-10,8,-15,-2,1,0,-15
COc1ccc(NC(=O)CN(C)CC(=O)Nc2ccc(N3CCOCC3)cc2)c([N+](=O)[O-])c1,·,-8,·,-27,2,-9,-1,19
Cc1ccn2c(=O)nc(SCC(=O)N3CCN(c4ccccc4)CC3)nc2c1,4,19,-7,-1,0,-1,-3,17
C[C@@H]1CN([C@@H](C)CO)C(=O)c2cc(NC(=O)Nc3cccc4ccccc34)ccc2O[C@@H]1CN(C)Cc1ccc(C(F)(F)F)cc1,-2,1,4,9,2,10,-18,·
CC1CCCC(NC(=O)C2CCN(S(=O)(=O)N3CCCCCC3)CC2)C1C (centres undefined),4,·,4,4,·,·,·,2
CCCNC(=O)N1CCC2(CC1)CN(C(=O)c1ccccc1)[C@@H](CO)c1[nH]c3cc(OC)ccc3c12,·,9,·,15,·,8,4,4
CCN1C(=O)C(O)(CC(=O)C(C)(C)C)c2cc(Br)ccc21 (centres undefined),·,·,2,-5,2,6,-2,-4
O=C(NCC(=O)N1CCCCCC1)c1ccc(Br)cc1,-4,-4,3,-10,2,-23,5,-32
CCN(CC)CCN(C(=O)CN1C(=O)c2ccccc2C1=O)c1nc2cc3c(cc2s1)OCO3,0,·,-9,-13,0,-8,25,1
CCCn1c(N)c(C(=O)CN2CCN(S(=O)(=O)c3cccc(Cl)c3)CC2)c(=O)[nH]c1=O,5,·,5,3,0,5,-1,9
COc1ccc(/C=C2\SC(=S)N(CCC(=O)N3CCCCC3)C2=O)cc1,-2,·,9,0,3,12,-7,2
CCc1ccc(N(C(=O)c2snc(C(N)=O)c2N)C(C(=O)NC2CCCC2)c2ccncc2)cc1 (centres undefined),1,·,4,-31,-4,-8,0,-3
C[C@@H]1CN([C@H](C)CO)C(=O)c2cccc(NS(=O)(=O)c3cccs3)c2O[C@H]1CN(C)Cc1ccc(-c2ccccc2)cc1,-1,-9,·,1,1,8,6,-5
COc1ccc(NC(=O)N(C)C[C@@H]2OCCCC[C@@H](C)Oc3ccc(NC(=O)Nc4ccccc4)cc3C(=O)N([C@H](C)CO)C[C@@H]2C)cc1,-1,-4,-4,6,-2,-11,-2,-12
Nc1nnn(CC(=O)N/N=C/c2ccco2)n1,-4,6,-7,-5,5,6,-5,3
CCc1ccc(NC(=O)c2ccc(F)c(S(=O)(=O)N(CC)c3ccccc3)c2)cc1,5,0,-16,8,·,·,·,14
COCC(=O)Nc1ccc2c(c1)C(=O)N(C)[C@@H]1CC[C@@H](CC(=O)NCc3ccc(OC)cc3)O[C@@H]1CO2,2,-3,-6,-1,·,-1,·,-7
CC(=O)c1ccc(N2CCN(C(=O)Cn3cnc(S(=O)(=O)N4CCCCC4)c3)CC2)cc1,-2,-9,-10,-7,0,·,-4,-17
Cc1ccccc1CSc1nnc(-c2ccccc2)c(=O)[nH]1,·,-2,4,-18,-1,-6,5,-24
O=C(COc1ccc2ccccc2c1Br)NCc1ccccn1,·,0,0,-48,-1,-8,4,-17
Cc1ccc(S(=O)(=O)N(C)C[C@H]2OCCCC[C@@H](C)Oc3ccc(NC(=O)C4CCCCC4)cc3C(=O)N([C@@H](C)CO)C[C@H]2C)cc1,2,-19,·,-4,·,18,·,14
